Compound activity (PubChem BioAssay)
GSIS activator: GLuc luminescence reporter in INS-1E cells, primary screen for activators of glucose-dependent secretion of insulin. INS-1E GLuc reporter insulin secretion, 2-3 h. activation, % at 16.6 µM. 0.61% of 370,000 active. AID 743287;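 active = lowest replicate activation of at least 40%, so every replicate reaches that level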;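 note: 0% = median of neutral control wells and 100% = median of IBMX positive control wells; some compounds called inactive have numbers as strong as hits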
FN deposition inh: fibronectin deposition inhibition. inhibition, % at 12.6 µM. AH1F fibroblasts, Alexa488-fibronectin deposition fluorescence, overnight. 0.086% of 350,000 active;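 active = mean inhibition across replicates of 30% or more, regardless of how many single replicates reach that level; inconclusive = mean under 30% yet at least half of replicates reach 30%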;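 note: positive control wells lacked labelled fibronectin entirely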
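Test system: AH1F fibroblast monolayer depositing Alexa488-labelled fibronectin into matrix. Input: 10000 cells per well. Technique: fluorescence, ex 485 nm, em 525 nm. Buffer or medium: DMEM plus 2% serum, read in PBS. Timing: 1 h cell adhesion before compound, then overnight fibronectin incubation. Compound: single dose, pinned. Read-out basis: inhibition from reduced deposited-fibronectin fluorescence.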
CFTR F508del cor: correctors of CFTR F508del function in bronchial epithelial cells; AID 720511; CFBE cells, YFP halide quenching; stimulated with forskolin plus potentiator P3; % fluorescence drop versus neutral controls; 0.36% of 350,000 active; activity (quench increase), % at 7.58 µM;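 active = mean added fluorescence quench of at least 8% versus neutral control, with both replicates also reaching 8%; inconclusive = only one of the mean or replicate conditions met; inactive = mean below 8% and not both replicates reaching 8%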;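 note: cells transiently co-express mutant CFTR-F508del with the halide-sensitive YFP; corrector assay measuring rescue of mutant channel to the surface after 24 h compound exposure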
miR122 inh: blocks miR-122 activity in Huh7 sensor cells; 0.3% of 340,000 active; Huh7 miR-122 Renilla luciferase sensor, 48 h; neutral wells = 0, positive control = 100; activation (reporter increase), % at 12.5 µM;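 active = mean replicate activation score at least 90 and every replicate individually at or above 90; inconclusive = only one of the two criteria met; inactive = neither criterion met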;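 note: higher luciferase means less miR-122 activity so hits act as miR-122 inhibitors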
EWS-Fli block: EWS/Fli transcriptional activity inhibition; A673 NR0B1-luciferase reporter, viability-normalised; 0.67% of 350,000 active; inhibition, % at 12.6 µM;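 active = mean inhibition of at least 50% after viability correction, with every replicate also passing that limit; inconclusive = mean reaches 50% but only one of two replicates passes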;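 note: firefly luciferase signal divided by Alamar Blue viability fluorescence both relative to DMSO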
DENV2 CPE: DENV2-induced cell death inhibition; CPE inhibition, % at 9.99 µM; DENV2-infected cells, cytopathic effect rescue, plate reader; 1.7% of 350,000 active; in the data active = CPE inhibition above about 20%, passing the limit was not always enough; inconclusive = no clear call, values can overlap the other calls; tested in BHK-21 cells;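 note: 0% = median of neutral control wells and 100% = median of positive control wells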
PAX8 inh HTS: inhibitors of PAX8 transcriptional activity in RMG-I cells; RMG-I TPO-luciferase reporter, SteadyGlo, 24 h; inhibition, % at 12.6 µM; AID 652154; 1.2% of 360,000 active;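 active = mean replicate inhibition at least 60% with every replicate also reaching 60%; inconclusive = only one of the two criteria is met; inactive = mean below 60% and not all replicates reaching 60%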;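 note: luciferase light reporting Pax8 driven TPO promoter activity; plate controls were median of neutral control wells for no effect and mitoxantrone controls for full effect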
The depositor's hits bear a star; ? = inconclusive; / = no result given; [ ] = dose if it differs, or a comment.

Values run as follows: GSIS activator, FN deposition inh, CFTR F508del cor, miR122 inh, EWS-Fli block, DENV2 CPE, PAX8 inh HTS
COC(=O)c1cccc2nc3c(C(C)O)cccc3nc12 (centres undefined)
    2, /, 0.4, 1, -1, -5, /
CCC1CC(C(=O)O)CC(=O)N1 (centres undefined)
    40, -19, -0.3, -4, -11, 3, -10
C[C@@H]1CCCCO[C@@H](CN(C)S(=O)(=O)c2cccs2)[C@H](C)CN([C@@H](C)CO)C(=O)c2cc(NC(=O)NC3CCCCC3)ccc2O1
    -7, /, -1.0, -7[16.7 µM], 3, ?, -5
CCCNC(=O)N(C)C[C@H]1Oc2cc(C#CC3CC3)ccc2S(=O)(=O)N([C@@H](C)CO)C[C@@H]1C
    1, /, -4.5, -1[16.7 µM], 2, ?, /
COc1ccccc1C(=O)NCc1ccco1
    -3, -5, 0.7, -8, -9, 2, 21
O=C(O)c1ccc(Cn2ccc3ccccc32)o1
    -4, 0, -0.5, -2, 9, -2, 0
CCO[C@H]1OC(C(=O)N2CCOCC2)=C[C@@H](c2ccc(C(F)(F)F)cc2)[C@@H]1CCCO
    3, -15, 1.6, -9, 2, 7, -12
O=C1Nc2ccccc2C1=Nc1ccc(Cl)cc1
    -5, -3, -1.0, -8, 37, 0, 2
O=C(CCc1nc2ccccc2c(=O)[nH]1)Nc1cc(C(F)(F)F)ccc1N1CCOCC1
    8, 6, -2.5, -5, -2, 1, 15
Cc1ccc(Cn2nc(C)c(NC(=O)c3cc(C)no3)c2C)cc1
    1, 1, -1.5, -2, -5, 0, 14
O=C(Nc1ccon1)Nc1cc(Cl)ccc1Cl
    9, /, 0.4, 10, /, 5, -2
O=C(N[C@H](CO)Cc1ccccc1)[C@H]1O[C@@H](n2ccc(=O)[nH]c2=O)[C@H](O)[C@@H]1O
    0, -65, 2.3, -2, -39, 5, 2
CCOc1cccc2sc(N(CCN(C)C)C(=O)CCS(=O)(=O)c3ccccc3)nc12
    3, /, -2.1, -11, /, 3, 14
COc1ccc(NC(=O)Nc2ccc3c(c2)CC(=O)N([C@H](C)CO)C[C@H](C)[C@@H](CN(C)C(=O)Nc2ccc(F)cc2)O3)cc1
    10, /, -2.5, 0[16.7 µM], -4, 9, 8
Cc1ccc(NC(=O)C2=C(O)c3sccc3N(C)S2(=O)=O)cc1
    /, 7, /, 6, /, /, -66
Cc1cc2oc(=O)cc(CN(C)Cc3ccccc3)c2cc1C
    5, 7, 3.5, -3, -64, 8, -172
C[C@H]1CN([C@@H](C)CO)C(=O)c2cc(-c3ccccc3F)cnc2O[C@@H]1CN(C)C(=O)CN(C)C
    4, 1, -3.7, -3[16.7 µM], -14, 5, /
COCC(=O)N(C)C[C@@H]1Oc2ncc(C#Cc3ccc(OC)cc3)cc2C(=O)N([C@@H](C)CO)C[C@@H]1C
    10, /, -0.8, -3[16.7 µM], -15, 5, /
O=C1C(=O)N(CCCn2ccnc2)C(c2cccnc2)/C1=C(/O)c1ccc(F)cc1 (centres undefined)
    /, 2, /, -7, /, /, -3
CO[C@H]1CN(C)C(=O)c2ccc(NC(=O)c3ccc(F)cc3)cc2OC[C@@H](C)NC[C@H]1C
    4, -7, -0.9, 24[16.7 µM], -1, 1, -11
CO[C@@H]1CN(C)C(=O)c2ccc(NC(=O)c3ccccn3)cc2OC[C@@H](C)N(C(=O)C2CC2)C[C@H]1C
    /, /, 0.5, /, -5, 3, -9
CCOc1ccccc1NC(=O)CNC(=O)c1nn(-c2ccc(OC)c(OC)c2)c(=O)c2ccccc12
    -10, 0, -2.0, -4, 9, -4, 28
CCc1ccc(C(c2c(C)nn(-c3ccccc3)c2N)c2c(C)nn(-c3ccccc3)c2N)cc1
    -13, 1, -2.7, 51, 0, 16, -1
Cc1ccc(Oc2ncnc(N)c2[N+](=O)[O-])cc1
    -1, 1, -3.1, /, 4, 5, -3
COc1ccc(NC(=O)Nc2ccc(O)c3ccccc23)cc1
    -48, -5, -6.2, /, -21, -2, -38
CCCCC(CC)CN1CN(CC(CC)CCCC)CC(C)(N)C1 (centres undefined)
    /, -2, 0.8, 6, 11, 3, -15
Clc1ccc(-n2cccc2CN2CCc3c([nH]c4ccccc34)C2c2ccccn2)nc1 (centres undefined)
    22, -5, 0.0, 7, -10, -4, 16
COc1ccccc1NC(=O)c1ccc(NC(=O)CN2CCCC2)cc1
    9, -6, 2.1, -7, -54, -3, 10
COc1ccc(C(=O)Nc2ccc(N3CCC(C)CC3)cc2)cc1Br
    25, 3, 1.5, /, -7, 3, 0
CO[C@H]1CN(C)C(=O)c2ccc(NC(=O)c3ccc(-c4ccccc4)cc3)cc2OC[C@@H](C)NC[C@H]1C
    -9, -12, -6.5, /, 14, ?, 18

Continued; the last three above are carried over.
Values run as follows: GSIS activator, FN deposition inh, CFTR F508del cor, miR122 inh, EWS-Fli block, DENV2 CPE, PAX8 inh HTS
COc1ccccc1NC(=O)c1ccc(NC(=O)CN2CCCC2)cc1
    9, -6, 2.1, -7, -54, -3, 10
COc1ccc(C(=O)Nc2ccc(N3CCC(C)CC3)cc2)cc1Br
    25, 3, 1.5, /, -7, 3, 0
CO[C@H]1CN(C)C(=O)c2ccc(NC(=O)c3ccc(-c4ccccc4)cc3)cc2OC[C@@H](C)NC[C@H]1C
    -9, -12, -6.5, /, 14, ?, 18
Cc1ccc(C(=O)Nc2cccc(N3C(=O)C4CCC(C)CC4C3=O)c2)cc1 (centres undefined)
    -36, /, -4.6, -5, -7, 2, -20
COC(=O)c1c(C)[nH]c(C(=O)OC(C)C(=O)N2CCOCC2)c1C (centres undefined)
    -7, -3, 1.5, -5, -29, 0, /
COc1ccc([C@@H]2[C@@H]3C(=O)N(C(C)(C)C)C(=O)[C@@H]3[C@]3(C)C(=O)N(c4ccc(C(F)(F)F)cc4)C(=O)N23)cc1
    -15, -9, 3.1, 6, -9, ?, 2
O=C(Nc1nnc([C@@H]2C[C@H](O)[C@@H](CO)O2)s1)c1cccc(Cl)c1
    9, 1, 0.8, -6, 15, -3, -18
CC(C)(C)OC(=O)N1CCN(C(=O)OCC2c3ccccc3-c3ccccc32)CC1C(=O)O (centres undefined)
    /, 2, 1.3, /, -10, -2, -25
C/C(CC(=O)N1CCN(C=O)CC1)=N\NC(=O)c1cccc([N+](=O)[O-])c1
    1, 2, 2.1, -3, -4, 9, 0
COc1ccc(NC(=O)N(C)C[C@H]2Oc3ccc(N(C)C)cc3C(=O)N([C@H](C)CO)C[C@@H]2C)cc1
    12, -8, 1.5, -1[16.7 µM], /, -3, -10
Cc1cc(F)c(F)c(C(=O)N2CCOCC2)c1Cl
    /, 0, /, -8, /, /, -14
CNC[C@H]1Oc2cc(C#CCN(C)C)ccc2S(=O)(=O)N([C@H](C)CO)C[C@@H]1C
    18, -7, -3.0, 1[16.7 µM], 7, 9, /
O=C(NCCSCc1c(F)cccc1Cl)c1ccco1
    /, -3, /, 3, /, /, -43
COc1cccc(-n2c(N)c(-c3nc4ccccc4[nH]3)sc2=S)c1
    13, -16, 0.6, /, -5, -3, -9
C/C=C/c1ccc([C@H]2[C@@H](CNC(=O)C3CC3)N(C(=O)NCCC)[C@H]2CO)cc1
    -5, 0, 0.9, -7[16.7 µM], 5, -4, -1
CCOc1ccccc1OCCCC(=O)NNC(=O)c1nn(C)c(=O)c2ccccc12
    /, -6, -1.7, 12, 0, -5, -5
N#C[C@H]1[C@@H](c2ccc(-c3cccnc3)cc2)[C@@H](CO)N1C(=O)C1CC1
    11, -5, -2.0, /, -6, 13, 0
O=C(COC(=O)CCc1ccc(S(=O)(=O)N2CCOCC2)cc1)Nc1ccccc1OC(F)F
    -4, -12, 1.7, -1, 6, 6, -2
O=C(CSc1ccc(-c2ccccc2)nn1)NC1CCCC1
    6, /, 0.6, -11, -10, -6, -96
Cc1c(C(=O)Nc2nnc(C3CC3)s2)oc2ccccc12
    /, -12, 4.1, /, -109, -5, -92
CC1CN(S(=O)(=O)c2cccc(C(=O)OCC(=O)NCc3ccccc3)c2)CC(C)O1 (centres undefined)
    6, 3, -2.4, -11, -7, 17, -18
Cc1noc(C)c1S(=O)(=O)N(C)C[C@@H]1OCc2ccccc2-c2c(n(C)c3ccccc23)C(=O)N([C@H](C)CO)C[C@H]1C
    11, 6, 0.0, /, 9, 0, 19
COc1ccc(-c2ccccc2[C@H]2[C@@H](C#N)N(C(=O)C3CC3)[C@H]2CO)cc1
    -7, -17, -1.0, /, -2, -5, -21
Cc1ccc(OCc2nnc(N)s2)cc1C
    -1, 4, 0.1, -7, -41, 6, -53
O=C(O)CC(NC(=O)C12CC3CC(CC(C3)C1)C2)c1ccc(OC2CCCC2)cc1 (centres undefined)
    -8, -9, 4.0, -2, 4, 22*, 0
COc1ccc(/C=C/C(=O)NC(=S)Nc2ccccc2C(=O)NC2CCCCC2)cc1
    -5, /, -2.9, /, 15, 0, /
Cc1ccc(C)c(N(C(=O)c2ccco2)C(C(=O)NC2CCCC2)c2ccco2)c1 (centres undefined)
    -26, -3, -0.3, /, 11, -3, -4
N#Cc1ccc(OC(=O)C2CCN(C3=NS(=O)(=O)c4ccccc43)CC2)cc1
    -2, -3, -0.7, /, 2, -7, -5
NC(=O)C1(N2CCCCC2)CCN(Cc2ccc(Br)cc2)CC1
    16, -1, -0.5, /, -11, 0, 14
c1ccc(OCc2nnnn2-c2ccccc2)cc1
    3, -8, /, /, 11, /, 3
CN(CC(=O)Nc1ccc(Cl)c(C(F)(F)F)c1)C(=O)CCC(=O)c1ccccc1
    /, 4, -2.6, -6, 15, -8, -17
C(/C=C/c1ccccc1)=N/N1CCN(c2ccccc2)CC1
    40, -8, /, -5, /, /, /
COc1ccc(NC(=O)C(c2ccccc2)N(C)C(=O)c2ccc(=O)[nH]c2)cc1 (centres undefined)
    5, -3, /, -5, -14, 9, 6
CN(C)CC1CCC/C(=C\c2ccc(OC(=O)/C=C/c3ccc(Cl)c(Cl)c3)cc2)C1=O (centres undefined)
    /, 9, 1.5, 19, 2, 7, 9
CC(NC(=O)c1ccc(F)cc1F)C1CC2CCC1C2 (centres undefined)
    3, 2, -1.6, 2, 1, -2, -10
CC(=O)c1ccc(S(=O)(=O)NC2CC(=O)N(c3ccc4c(c3)OCCO4)C2)cc1 (centres undefined)
    13, 2, 1.4, /, -2, 2, -13
CCCCN(C(=O)C(C)N1C(=O)c2ccccc2C1=O)c1c(N)n(CC(C)C)c(=O)[nH]c1=O (centres undefined)
    38, 2, -1.1, -3, 3, -5, -7
CCCCCC(=O)N1CCCCC1
    14, 3, 7.3, /, -2, 0, 4
COc1ccc(S(=O)(=O)N2CCOC2CNC(=O)C(=O)NCCc2ccc(OC)c(OC)c2)cc1C (centres undefined)
    16, -2, /, /, /, /, 2

One compound at a time, as listed above:
Entry for `CCCCN(C(=O)C(C)N1C(=O)c2ccccc2C1=O)c1c(N)n(CC(C)C)c(=O)[nH]c1=O` (centres undefined) = GSIS activator = 38; FN deposition inh = 2; CFTR F508del cor = -1.1; miR122 inh = -3; EWS-Fli block = 3; DENV2 CPE = -5; PAX8 inh HTS = -7
Entry for `CCCCCC(=O)N1CCCCC1` = GSIS activator = 14; FN deposition inh = 3; CFTR F508del cor = 7.3; miR122 inh = /; EWS-Fli block = -2; DENV2 CPE = 0; PAX8 inh HTS = 4
Entry for `COc1ccc(S(=O)(=O)N2CCOC2CNC(=O)C(=O)NCCc2ccc(OC)c(OC)c2)cc1C` (centres undefined) = GSIS activator = 16; FN deposition inh = -2; CFTR F508del cor = /; miR122 inh = /; EWS-Fli block = /; DENV2 CPE = /; PAX8 inh HTS = 2
